TrxR1 inh: blocks rat thioredoxin reductase 1; O89049; recombinant rTrxR1, NADPH fluorescence consumption, selenite substrate; Potency, µM (top dose mostly 114 µM), for the others: at the top dose activity change, negative = inhibition, hits mostly inhibitors; 390,000 compounds, 1% hits; AID 588453; note: % is set by controls: 0 for no effect and ±100 for the full control effect; nearly all actives have a fitted effect of over 65% in size
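Rat TrxR1 (90 nM in the dispensed reagent) was pre-reduced with 400 uM NADPH for 5 min at room temperature, then incubated with compound for 15 min. After 400 uM selenite was added, NADPH fluorescence (Ex 340/Em 450 nm) was followed for 8 min.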
12-LOX inh: blocks human arachidonate 12S-lipoxygenase; P18054; purified 12hLO, xylenol orange hydroperoxide absorbance; Potency, µM (highest dose often 108 µM), for the others: top-dose activity change, negative = inhibition, actives largely listed as inhibitors; 580,000 compounds, 1.1% hits; AID 1671190; note: % is set by controls: 0 for no effect and ±100 for the full control effect
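Hydroperoxide product was detected by ferrous iron/xylenol orange as the 573 to 405 nm absorbance ratio. Arachidonic acid at 40 uM (final) was turned over for 30 min at room temperature by 150 nM human 12hLO, pH 7.0 Hepes buffer, after 15 min compound preincubation.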
Vif-APOBEC3F blk: inhibitors of Vif-A3F interaction | HeLa A3F-eYFP + Vif (tagged APOBEC3F with the HIV-1 protein that degrades it), YFP fluorescence increase | Potency, µM (top dose mostly 46.1 µM), inactives show top-dose activity, negative = active | 390,000 compounds, 0.2% hits | AID 602313; note: % of control where 0% means no effect; nearly all actives have a fitted effect of over 65% in size
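HeLa cells stably expressing A3F-eYFP plus Vif, plated and incubated overnight at 37 deg C, then exposed to compounds overnight at 37 deg C. Blocked degradation read as raised yellow fluorescence (Ex 488/Em 500-530).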
IDH1 R132H inh: inhibitors of human mutant IDH1 R132H. O75874. IDH1-R132H enzyme, NADPH consumption, diaphorase/resazurin fluorescence. Potency, µM (top dose mostly 76.6 µM), for the others: at the top dose activity change, negative = inhibition, hits mostly inhibitors. 390,000 compounds, 0.093% hits; note: % is set by controls: 0 for no effect and ±100 for the full control effect; nearly all actives have a fitted effect of over 65% in size
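IDH1-R132H (0.5 ug/mL) preincubated 30 min with compound, then NADPH (0.016 mM) and alpha-KG (2 mM) added; 80 min at RT, pH 7.5. Remaining NADPH coupled via diaphorase/resazurin to fluorescence (540/590 nm); concentration-response curves normalized to no-enzyme control.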
RXFP1 ag: RXFP1 (human) receptor agonism. Q9HBX9. HEK293T-RXFP1 cAMP TR-FRET, 30 min; response scale: percent of porcine relaxin response, buffer zero. Potency, µM (top dose mostly 57.5 µM), inactives show at the top dose activation, usual class: activators. 370,000 compounds, 0.3% hits; note: % is set by controls: 0 for no effect and ±100 for the full control effect; nearly all actives have a fitted effect of over 60% in size; many of its hits are not listed in these tables
Target sequence (Q9HBX9 whole entry, looked up): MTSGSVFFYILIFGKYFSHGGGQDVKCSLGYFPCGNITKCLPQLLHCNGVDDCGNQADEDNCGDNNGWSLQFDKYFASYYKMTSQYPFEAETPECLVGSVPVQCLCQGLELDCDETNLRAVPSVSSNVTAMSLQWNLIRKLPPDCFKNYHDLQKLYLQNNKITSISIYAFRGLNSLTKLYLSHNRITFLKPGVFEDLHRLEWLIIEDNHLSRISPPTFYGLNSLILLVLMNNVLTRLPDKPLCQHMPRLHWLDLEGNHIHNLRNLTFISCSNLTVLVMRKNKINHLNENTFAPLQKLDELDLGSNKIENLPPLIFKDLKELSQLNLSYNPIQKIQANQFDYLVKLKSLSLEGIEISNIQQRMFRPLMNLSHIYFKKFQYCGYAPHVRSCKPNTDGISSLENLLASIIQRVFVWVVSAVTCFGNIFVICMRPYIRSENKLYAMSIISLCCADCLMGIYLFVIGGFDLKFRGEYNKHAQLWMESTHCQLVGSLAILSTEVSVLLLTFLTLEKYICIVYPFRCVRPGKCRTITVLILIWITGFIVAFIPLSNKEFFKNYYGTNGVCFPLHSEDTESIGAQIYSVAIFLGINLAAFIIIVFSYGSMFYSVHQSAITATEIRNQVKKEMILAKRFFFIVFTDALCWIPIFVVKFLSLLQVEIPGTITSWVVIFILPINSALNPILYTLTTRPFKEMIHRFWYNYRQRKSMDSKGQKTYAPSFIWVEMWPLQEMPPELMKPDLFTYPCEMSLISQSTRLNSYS
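HEK293 cells stably expressing RXFP1, treated 30 min at 37C with compounds plus PDE4 inhibitor Ro 20174; cAMP measured by HTRF TR-FRET. Normalized to buffer and 29 nM porcine relaxin; EC50 by Hill fit.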
TrxR1 substrate: is turned over as a substrate by rat TrxR1 | 390,000 compounds, 0.01% hits | Potency, µM (highest dose often 114 µM), for inactives: at the top dose activity change, negative = substrate turnover | O89049 | AID 588456 | purified TrxR1 substrate turnover, NADPH consumption readout; note: % is set by controls: 0 for no effect and ±100 for the full control effect; nearly all actives have a fitted effect of over 50% in size
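Rat TrxR1, dispensed at 90 nM, was prereduced with 400 uM NADPH (final) for 5 min at ~22 deg C, then incubated with compound 15 min before 400 uM selenite. A first-read NADPH fluorescence drop versus no-compound background flagged substrates.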
Vif-APOBEC3G blk: inhibitors of Vif-APOBEC3G interaction; HeLa A3G-eYFP + Vif (tagged APOBEC3G with the HIV-1 protein that degrades it), YFP fluorescence, overnight; Q9HC16; Potency, µM (series often up to 46.1 µM), inactives show at the top dose activity, negative = active, most hits filed as inhibitors; 410,000 compounds, 0.076% hits;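 note: % is set by controls: 0 for no effect and ±100 for the full control effect; nearly all actives have a fitted effect of over 60% in size; hits raise eYFP signal because A3G escapes Vif-driven loss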
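Read-out is eYFP fluorescence (Ex 488/Em 500-530) from Vif-expressing HeLa A3G-eYFP cells; more signal means A3G escaped Vif-mediated degradation. Cells plated overnight, compound pinned in, incubated overnight at 37 deg C.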
USP1-UAF1 inh: USP1/UAF1 (human) deubiquitinase inhibition | Potency, µM (highest dose often 57.1 µM), without a hit: at the top dose activity change, negative = inhibition, usual class: inhibitors | AID 743255 | O94782 | 390,000 compounds, 0.23% hits | recombinant USP1/UAF1, Ub-Rhodamine cleavage fluorescence; note: % is set by controls: 0 for no effect and ±100 for the full control effect; nearly all actives have a fitted effect of over 60% in size; inactives centre near -12
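USP1/UAF1 complex (1 nM) preincubated 15 min at room temperature with compound, then Ub-Rho substrate (150 nM final) added. Kinetic fluorescence at 480/540 nm over 6 reads at 60 s intervals; 50 mM HEPES pH 7.8, 0.5 mM EDTA, 0.1 mg/ml BSA, 1 mM TCEP, 0.01% Tween-20.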
RGS4 inhibitor: inhibitors of human regulator of G protein signaling 4; Transcreener GDP fluorescence polarization, RGS4-accelerated GTP hydrolysis; Potency, µM (highest dose often 114 µM), for inactives: at the top dose activity change, negative = inhibition, usual class: inhibitors; 390,000 compounds, 0.039% hits; note: % is set by controls: 0 for no effect and ±100 for the full control effect; nearly all actives have a fitted effect of over 75% in size; some results filed as inactive show a strong effect at the top dose
Target sequence (P49798 whole entry, looked up): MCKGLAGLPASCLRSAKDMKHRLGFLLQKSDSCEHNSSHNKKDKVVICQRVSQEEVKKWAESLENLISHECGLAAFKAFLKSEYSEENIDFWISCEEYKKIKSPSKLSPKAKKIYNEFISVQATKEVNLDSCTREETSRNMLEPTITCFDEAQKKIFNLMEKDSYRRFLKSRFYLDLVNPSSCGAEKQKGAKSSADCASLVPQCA
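MLSMR compounds (23 nl, pin-transferred) preincubated 10 min at room temperature with a 500nM (2x) first reagent, then RGS4 at 900nM (2x) plus Transcreener GDP mix added; fluorescence polarization (620/688 nm) read before and after 90 min at 30 °C.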
* = called active by the depositor; ? = inconclusive; / = not tested or not shown; [ ] = dose if it differs, or a comment. Calls come from the whole dose curve; as a rule, active = well fitted curve in the direction sought with a large enough effect; inconclusive = small, poorly fitted or top-dose-only effect, or another doubt; inactive = no such curve, though single readings can be large; an effect the other way counts as inactive or inconclusive. Potency is the fitted concentration of half-maximal effect.

SMILES	TrxR1 inh	12-LOX inh	Vif-APOBEC3F blk	IDH1 R132H inh	RXFP1 ag	TrxR1 substrate	Vif-APOBEC3G blk	USP1-UAF1 inh	RGS4 inhibitor
COCc1nc2c([nH]1)c(=O)n(C)c(=O)n2CC(C)C	14.1%[57.1 µM]	-6.7%	4.0%	1.4%	1.2%	8.6%[57.1 µM]	-1.8%	16.4%	18.1%[56.9 µM]
CCOC(=O)c1ccccc1NC(=O)/C=C/c1cc(OC)c(OC)c(OC)c1	13.4%[57.1 µM]	144.8%[activator]	10.1%	8.5%	0.5%	22.3%[57.1 µM]	-4.1%	-6.5%	-11.1%
CCOc1ccc(S(=O)(=O)N2CCN(S(=O)(=O)c3ccc(C)c(C)c3)CC2)cc1	24.5%	7.4%	-11.7%	3.8%	2.6%	5.1%	4.1%	-36.4%	4.9%
CC(C)(C)OC(=O)N1CCC(NC(=O)c2nc[nH]c2C(=O)N2CCN(c3ccccc3)CC2)CC1	9.2%[57.1 µM]	5.2%	1.5%	-12.7%	/	4.6%[57.1 µM]	-4.5%	?	-15.5%
O=S(=O)(c1ccc(Oc2ccc3c(c2)OCO3)c(S(=O)(=O)N2CCOCC2)c1)N1CCOCC1	-9.3%	/	/	/	/	-4.9%	-0.8%	/	-13.3%
CC1=C(C(=O)N2CCOCC2)CC(CC(=O)NC2CCCCC2)C(=O)N1Cc1ccc(F)cc1 (stereo not given)	/	8.7%	4.1%	-0.4%	/	/	0.1%	-24.9%	/
COC(=O)c1ccc(NC(=S)N(Cc2cccnc2)Cc2ccco2)cc1	-6.0%	-0.9%	0.4%	-5.7%	0.3%	-6.5%	2.2%	-16.5%	-29.9%
CCOc1ccc(S(=O)(=O)N(C)CC(=O)N2CCN(CC)CC2)cc1	17.4%[57.1 µM]	2.4%	1.1%	-0.3%	4.2%	8.0%[0.0914 µM]	0.0%	-8.3%	1.4%
COC(=O)c1ccc(CSc2nnc3nc(C)cc(C)n23)cc1	10.7%[57.1 µM]	7.4%	?	1.6%	1.6%	8.3%[57.1 µM]	-3.6%	-19.9%	24.8%
Cc1cc(C)c2oc(C(=O)Nc3sc4c(c3C(=O)NCc3ccco3)CCC4)cc(=O)c2c1	22.6%	-26.4%	-3.2%	1.3%	0.7%	6.9%	1.7%	-6.5%	-2.8%
CCOc1ccc(-c2nc(C#N)c(N3CCCCCC3)o2)cc1	41.5%[activator]	-0.6%	-4.3%	1.2%	4.2%	84.5%[activator]	7.2%	-26.9%	-12.0%
COc1ccc(Cl)cc1C(=O)Nc1cccnc1Cl	42.0%[activator]	-3.1%	1.1%	6.7%	2.8%	11.7%	1.0%	-26.6%	-7.6%
CC(C)NC(=O)c1ccc(Sc2ccccc2)c([N+](=O)[O-])c1	-9.0%[57.1 µM]	-11.6%	-5.7%	-8.5%	-0.8%	-6.0%	-14.6%	4.2%	-40.2%
COc1cccc2c1c(NC(=O)Nc1ccc(F)cc1F)nn2C	25.3%	2.1%	-0.7%	-7.8%	1.4%	5.4%	-3.2%	-23.7%	10.5%
Cc1cc2nnc(SC3CCOC3=O)n2c2ccccc12 (stereo not given)	-12.7%	-62.4%	1.3%	2.9%	7.7%	6.8%	2.0%	-18.2%	-25.8%
Clc1ccccc1CSC1=NCCCN1	27.9%[57.1 µM]	-6.1%	-1.9%	-3.4%	1.0%	1.9%[57.1 µM]	-1.7%	-1.7%	-3.9%
Cc1ccc2oc(C(=O)NCCCN3CCOCC3)c(C)c2c1	8.2%	8.3%	2.5%	4.2%	0.0%	3.1%	-1.6%	-16.2%	10.2%
O=C(Nc1nnc(COc2ccccc2F)s1)Nc1ccccc1F	28.5%	184.7%[activator]	-1.8%	1.4%	-1.0%	7.2%	-5.0%	-24.2%	-11.9%
CS(=O)(=O)Nc1ccc(C(=O)Nc2ccccc2Cl)cc1	0.8%[57.1 µM]	?	10.6%	2.6%	-0.8%	-0.1%[57.1 µM]	-0.8%	-19.6%	3.9%
COc1ccc(C2=CSC(/N=C/c3ccc(F)cc3)=NN2)cc1	-1.3%	?	1.1%	4.4%	2.9%	-1.3%	-1.0%	-9.9%	?
O=C(OC1CCOC1=O)C1CCN(S(=O)(=O)c2ccc(Cl)c(C(F)(F)F)c2)CC1 (stereo not given)	0.1%	-0.6%	?	0.6%	-1.9%	-2.8%	-10.5%	0.6%	13.9%
Cc1cc(C)nc(N2CCC(C(=O)Nc3ccc(Oc4ccccc4)cc3)CC2)n1	34.7%	-5.3%	-2.9%	6.4%	20.4%	3.7%	4.8%	-20.1%	8.7%
CCOC(=O)N1CCC(N2C(=O)c3ccc(C(=O)NCc4ccc(F)cc4)cc3C2=O)CC1	0.1%[57.1 µM]	11.1%	-6.2%	-4.5%	2.1%	-3.9%	-7.7%	?	-6.3%
Cc1ccccc1CC1SC(N=C(N)N)=NC1=O (stereo not given)	5.5%[57.1 µM]	4.0%	5.5%	8.5%	-0.1%	-2.1%	-0.2%	-9.2%	-14.0%
COc1ccccc1CCc1nnc(CCC(=O)NC(C)Cc2cccc(C)n2)o1 (stereo not given)	13.4%	3.1%	-7.2%	2.7%	-2.2%	4.7%	-4.6%	-19.4%	-0.8%[11.4 µM]
COc1cc2cc(C(c3nnnn3C3CCCC3)N(C)C3CCCCC3)c(=O)[nH]c2cc1OC (stereo not given)	-7.4%	-33.4%	-3.2%	-1.0%	3.5%	2.9%	-0.7%	1.0%	7.8%
O=C(NC(=S)N1CCOCC1)c1cn(-c2ccccc2)nc1-c1ccccc1	-17.2%	?	?	6.1%	1.5%	-1.7%	-11.5%	-14.9%	-30.4%
COc1ccc(-n2nnnc2SC(C)C(=O)NC2CCCC2)cc1 (stereo not given)	20.7%	8.9%	-1.8%	7.9%	1.0%	5.5%	2.6%	-14.0%	-7.3%
CSCCNC(=O)c1ccc(OC2CCN(S(=O)(=O)N(C)C)CC2)cc1	10.2%	-8.7%	3.9%	-0.6%	-0.6%	-0.7%	0.4%	-19.6%	29.2%
CCC[C@H]1NC(=O)[C@H](C)N(C)C(=O)C(C)(C)C(=O)C(C)NC(=O)[C@H](Cc2ccc(OC)cc2)N(C)C(=O)[C@H](C(C)C)N(C)C(=O)CNC(=O)[C@H](CC(C)C)N(C)C(=O)CNC(=O)[C@H]([C@@H](C)CC)OC(=O)[C@H]1C (stereo not given in full)	-4.2%	?	5.7%	-7.3%	/	-8.6%	-8.7%	-18.2%	11.6%

Profiles, quoted from the list. Order of values: TrxR1 inh | 12-LOX inh | Vif-APOBEC3F blk | IDH1 R132H inh | RXFP1 ag | TrxR1 substrate | Vif-APOBEC3G blk | USP1-UAF1 inh | RGS4 inhibitor
Record of CSCCNC(=O)c1ccc(OC2CCN(S(=O)(=O)N(C)C)CC2)cc1 : 10.2% | -8.7% | 3.9% | -0.6% | -0.6% | -0.7% | 0.4% | -19.6% | 29.2%
Record of O=C(OC1CCOC1=O)C1CCN(S(=O)(=O)c2ccc(Cl)c(C(F)(F)F)c2)CC1 (stereo not given) : 0.1% | -0.6% | ? | 0.6% | -1.9% | -2.8% | -10.5% | 0.6% | 13.9%

Further results follow:
SMILES	TrxR1 inh	12-LOX inh	Vif-APOBEC3F blk	IDH1 R132H inh	RXFP1 ag	TrxR1 substrate	Vif-APOBEC3G blk	USP1-UAF1 inh	RGS4 inhibitor
COc1cc(C(=O)Nc2ccc3c(c2)OCCO3)ccc1OC(C)C	17.3%	-22.5%	-8.9%	14.0%	-0.7%	3.0%	-3.1%	-8.3%	18.6%
COCC(=O)NNC(=O)c1ccccc1OC	17.7%[57.1 µM]	-23.6%	1.8%	-2.3%	-0.4%	1.7%[57.1 µM]	-3.8%	-24.9%	-26.2%
N#CC(C#N)=C1C=CC=CN1/C(=C\c1ccccc1)C(=O)c1cccs1	0.447µM*	-20.1%	?	-14.9%	0.5%	9.3%	-3.7%	-6.1%	-48.1%
Cc1ccc(Cn2nnc3c(=O)[nH]c(C(=O)NCc4ccco4)nc32)cc1	10.4%	12.7%	4.2%	3.7%	-1.6%	5.0%	4.9%	-12.5%	-4.2%
Cc1ccn2c(=O)nc(SCC(=O)Nc3cccc4ccccc34)nc2c1	11.6%	13.8%	?	0.0%	3.1%	2.8%	-5.5%	-12.4%	0.6%
Cc1cnc(C(=O)OCC(=O)Nc2ccc(Br)cc2F)cn1	-5.1%	-24.8%	?	4.4%	-0.5%	-4.2%	-1.4%	-9.3%	-21.1%
O=C(Nc1ccc(OCC(F)(F)C(F)F)c(C(F)(F)F)c1)c1ccc(Cl)cc1	8.1%	-23.8%	1.1%	23.1%	/	-12.7%	1.6%	-12.3%	8.0%[11.4 µM]
Cc1c(C(=O)C(=O)N2CC=C(c3ccccc3)CC2)c2ccccc2n1C	-10.3%	-10.2%	-1.0%	3.9%	0.8%	-12.8%	?	-23.8%	-18.6%
CCN(CC)S(=O)(=O)c1ccc(Cl)c(C(=O)N2CCc3ccccc32)c1	-5.1%	0.0%	-6.2%	-0.1%	1.8%	-12.4%	-0.3%	4.1%	5.4%
Cc1ccc(C)c(SCC(=O)NNC(=O)c2ccccc2)c1	?	-0.6%	-17.7%	2.3%	1.2%	4.7%[0.457 µM]	-6.2%	-2.5%	-4.0%
CSCC(=O)Nc1nc(-c2ccc3c(c2)OCCO3)cs1	19.5%	-16.9%	1.1%	7.1%	-0.9%	4.1%	-1.5%	-16.7%	12.2%

Bioassay records (PubChem)

The list is partial; the hit share may differ from the screen's.
